M. tuberculosis – growth inhibition of non-replicating M. tuberculosis (AID 488890); Mycobacterium tuberculosis non-replicating, growth inhibition; higher % means a stronger effect; inhibition, % at 25 µM, or IC50 in µM where a hit was titrated; 320,000 tested, 0.39% active; in the data active means a potency from the dose series; inconclusive means inhibition mostly from about 82% at the one dose, without a potency; inactive means the rest, 99 in 100 with inhibition below about 76%;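 further: plate controls were DMSO cells for no effect and high antibiotic wells for full effect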
H37Rv inhibition – M. tuberculosis growth inhibition, HTS (AID 449762); M. tuberculosis H37Rv growth inhibition, 7H9 media; higher % means a stronger effect; inhibition, % at 25 µM, or IC50 in µM where a hit was titrated; 330,000 tested, 0.59% active; in the data active means a potency from the dose series; inconclusive means inhibition above about 70% without an active follow-up result;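 further: bacterial growth assessed after seven days of incubation; strong numbers were not always called active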
inhibitors of VEEV – inhibitors of VEEV TC-83 cytopathic effect, confirmation, Vero cells (AID 588727) | 350,000 tested, 0.13% active | Vero cells, VEEV TC-83 cytopathic effect inhibition; higher % means a stronger effect | one-dose inhibition, % at 20 µM; IC50 in µM for titrated hits; in the data active means a potency from the dose series; inconclusive means inhibition mostly from about 14% at the one dose, without a potency; inactive means the rest, 99 in 100 with inhibition below about 12%; further: strong numbers were not always called active
PhoP GFP inhibition – Inhibition of PhoP regulon, Salmonella typhi GFP reporter cells, confirmation, 4 h (AID 1850); Salmonella Typhi PhoP-promoter GFP reporter, fluorescence, 4 h; higher % means a stronger effect; inhibition, % at 50 µM; hits with a dose series show IC50 in µM; 310,000 tested, 0.33% active; in the data active means a potency from the dose series; inconclusive means inhibition mostly from about 25% at the one dose, without a potency; inactive means the rest, 99 in 100 with inhibition below about 19%;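 further: 0% = induced wells with vehicle and 100% = uninduced wells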
H1N1 NS1A inhibition – NS1A inhibition, H1N1 influenza, cell based functional assay (AID 504329); NS1A functional cell-based assay, percent inhibition; higher % means a stronger effect; one-dose inhibition, % at 12.5 µM; IC50 in µM for titrated hits; 340,000 tested, 0.3% active; in the data active means a potency from the dose series; inconclusive means inhibition above about 27% without an active follow-up result; further: strong numbers were not always called active
inhibitors of VEEV 10K pilot screen – second read-out of inhibitors of VEEV, no call of its own (marks repeat the call); inhibition, %; measured here: 10K pilot screen inhibition
* = called active by the depositor; i = inactive; ? = inconclusive; nt = no result given.

SMILES	M. tuberculosis	H37Rv inhibition	inhibitors of VEEV	PhoP GFP inhibition	H1N1 NS1A inhibition	others
COc1cc(/C=N/Nc2nnc3c(n2)[nH]c2ccccc23)ccc1O	-13%	-6%	2.3%	2%	-6%
Cc1csc(NC(=O)CSc2nc(C(C)C)nc3c2c(=O)n(C)c(=O)n3C)n1	13%	-8%	9.5%	2%	-4%
COc1cc(OC)c(NC(=O)c2cc(S(=O)(=O)N3CCOCC3)cn2C)cc1Cl	-7%	-7%	0.6%	-9%	-26%
CCCSc1ncnc2[nH]ncc12	nt	nt	2.7%	nt	-6%
COCc1cc(C)n(CC(=O)NCC2CCCO2)c(=O)c1C#N (stereo unspecified)	-14%	-12%	3.2%	3%	9%
CCN1CCN(S(=O)(=O)c2ccc3c(c2)OCCO3)CC1	-6%	9%	i	14%	-14%
O=C(Nc1ccc(N2C(=O)C3C4C=CC(C4)C3C2=O)cc1Cl)c1cccs1 (stereo unspecified)	-6%	6%	1.1%	3%	-3%
CN1CCN(C(=O)c2cc3sc4ccccc4c3s2)CC1	6%	5%	2.4%	3%	nt
O=c1c2sccc2n(Cc2ccc(F)cc2)c(=O)n1-c1ccc(F)cc1	-15%	6%	i	-3%	-1%
O=C(c1ccco1)N1CCN(c2c([N+](=O)[O-])nn(-c3cccc(Cl)c3)[n+]2[O-])CC1	7%	8%	1.6%	3%	10%
OC(CNCc1ccccn1)c1ccccc1 (stereo unspecified)	2%	-6%	2.1%	-4%	1%
Cn1cc(/C=C/C(=O)c2ccccc2)c2ccccc21	55%	58%	11%	-11%	-1%
Cc1nc2cc(-c3ccccc3)nn2c(C)c1CCC(=O)N1CCN(c2ccccc2)CC1	23%	-11%	i	nt	-13%
COC(=O)CN1C(=O)C(C)(C)Oc2ccc(C(=O)Nc3cccc(OC)c3)cc21	12%	-2%	8.5%	13%	6%
CCOCCCNC(=O)C1CCC(CNS(=O)(=O)c2cccc3nsnc23)CC1 (stereo unspecified)	nt	-5%	1.5%	9%	22%
Cc1ccc(CN2CCc3c(OCC(=O)Nc4cc(C)ccc4C)cccc3C2=O)cc1	-12%	1%	nt	-13%	nt
COc1ccccc1C1CC(=O)Nc2cc(C)c(C)cc21 (stereo unspecified)	3%	-2%	0.8%	-3%	20%
CC(=O)Nc1ccc(S(=O)(=O)Nc2cccc(-c3ccc4nncn4n3)c2)cc1	-3%	3%	0.8%	-7%	2%
Cc1ccc(CN2CCC(Oc3cccc(C(=O)N(C)CCN(C)C)c3)CC2)cc1C	-4%	-3%	i	7%	-10%
Cc1cc(C)n(C(C[N+](=O)[O-])c2ccc(Cl)cc2)n1 (stereo unspecified)	?	?	9.3%	17%	4%
CC1CCCCC1NC(=O)COC(=O)c1cc(=O)[nH]c2ccccc12 (stereo unspecified)	-5%	-5%	i	nt	-18%
Cc1c(NC(=S)N/N=C/c2cccc(O)c2)c(=O)n(-c2ccccc2)n1C	-7%	-10%	1.6%	-7%	-1%
COc1ccc(/C=C/C(=O)NC(=S)N2CCCCC2)cc1OC	-3%	1%	1.7%	-2%	4%
CCCCn1c(O)c(N=NC(=O)c2ccccc2NS(=O)(=O)c2cccs2)c2ccccc21	16%	7%	3.8%	-2%	0%
Cc1c(C(=O)N2CCN(c3ccccn3)CC2)sc2ncnc(N3CCN(c4ccccc4)CC3)c12	39%	?	7.4%	-2%	1%
O=C(CCNS(=O)(=O)/C=C/c1ccccc1)NCCc1c[nH]c2ccccc12	17%	-3%	0.9%	5%	12%
Cn1c(SCC(=O)Nc2nccs2)nnc1C12CC3CC(CC(C3)C1)C2	14%	-3%	2.0%	0%	-12%
CCCCNC(=O)c1sc(=S)n(-c2ccccc2OC)c1N	37%	8%	2.3%	-8%	-1%	inhibitors of VEEV 10K pilot screen=6.0
COc1ccc(C2CCCN2C(=O)Nc2cccc(C(C)=O)c2)cc1OC (stereo unspecified)	0%	-7%	6.1%	-11%	13%
C#CCOCCOCCOCCNc1nc(N2CCOCC2)nc(N2CCN(C(=O)[C@H](C)n3cc(CCCN=C(N)N)nn3)CC2)n1	5%	4%	0.2%	0%	0%
COCCn1c(SCC(=O)Nc2ccc(Cl)cn2)nc2ccccc21	8%	6%	2.5%	-6%	-2%
CC(=O)Nc1ccc(S(=O)(=O)N2CCC(C(=O)NCc3ccco3)CC2)cc1	-12%	-2%	1.2%	1%	5%
NC(=O)COc1ncn(-c2ccccc2)n1	0%	-10%	i	2%	11%
COc1ccc(C(=O)c2c(N)sc3c2CCN(C(=O)OC(C)(C)C)C3)cc1	18%	-6%	4.3%	-2%	nt
CCCNC(=O)C(Cc1ccc(Br)cc1)NC(=O)c1ccc(C#N)cc1 (stereo unspecified)	-10%	-13%	i	nt	12%
OCC1(CCOc2ccccc2)CCN(Cc2nc3ccc(F)cc3[nH]2)CC1	21%	9%	25µM*	-4%	5%
Clc1ccc2nc(N3CCN(c4ccccc4)CC3)sc2c1	-3%	-4%	3.5%	-3%	-12%
O=C(Nc1ccc(Br)cc1Cl)c1cnccn1	11%	-8%	1.3%	-11%	1%
COc1cc(C2C3=C(CC(C)(C)CC3=O)N(C)C(=O)N2C)cc(OC)c1OC (stereo unspecified)	-9%	-4%	1.8%	15%	3%	inhibitors of VEEV 10K pilot screen=0.3
CCCCN1C(=O)N(c2ccc(Cl)cc2)C(C)(O)CC1(C)C (stereo unspecified)	0%	4%	i	-3%	2%
COC(=O)c1ccc(Cn2cc(/C=C\[N+](=O)[O-])c3ccccc32)o1	34%	6%	>25µM*	-10%	9%
O=C(CC1SC(=Nc2ccccc2)N(Cc2ccccn2)C1=O)Nc1cccc(Cl)c1 (stereo unspecified)	10%	29%	2.3%	2%	-11%
CCN(CC)CCNC(=O)c1ccc2c(=O)n(CCc3ccccc3)c(=O)[nH]c2c1	22%	?	1.3%	2%	6%
O=C(CCc1c[nH]c2ccccc12)NCc1ccncc1	-12%	5%	0.6%	-6%	9%
CSc1ccccc1NC(=O)CN(C)CC(=O)Nc1ccc(N2CCOCC2)cc1	-1%	-9%	1.2%	4%	8%
CN1CCN(C(=O)c2ccccc2N(Cc2ccccc2)S(C)(=O)=O)CC1	3%	-5%	0.6%	-1%	-1%
C=CCOc1c(Br)cc(CNn2nnnc2N)cc1OCC	11%	1%	0.7%	-3%	0%
Cc1cc2ncc(S(C)(=O)=O)c(N)n2n1	-8%	-10%	0.8%	-13%	-5%
CC(Nc1[nH]c(=O)n(C)c(=O)c1N=O)c1ccccc1 (stereo unspecified)	-17%	-4%	i	0%	4%
Cc1ccc(N2CC(C(=O)N3CCC4(CC3)CC(=O)c3ccccc3O4)CC2=O)cc1 (stereo unspecified)	13%	-8%	6.3%	7%	-2%
CC(C)(C)OC(=O)C[C@H]1C/C=C\C[C@H](CC(=O)N[C@@H](CO)Cc2ccccc2)C(=O)N[C@H](C(C)(C)C)COC1=O	49%	-2%	i	nt	-8%
CN(C)S(=O)(=O)c1ccc(NC(=O)Cn2nc(-c3ccc4c(c3)OCCO4)ccc2=O)cc1	nt	nt	0.6%	nt	-3%
COc1cccc(CNC(=O)COC(=O)c2cc([N+](=O)[O-])ccc2N2CCCC2)c1	34%	15%	5.6%	nt	0%
CSc1ccc(CN(C)C(=O)c2cc(=O)[nH]c3ccccc23)cc1	17%	6%	i	4%	-5%
O=C1Nc2c(c(=O)[nH]c(=O)n2-c2ccccc2)C(C(F)(F)F)(C(F)(F)F)N1	1%	-5%	i	-3%	-7%
c1ccc(-c2ccc(OCCN3CCOCC3)cc2)cc1	36%	2%	1.7%	-5%	-17%
Cc1ccc(S(=O)(=O)N2CCN(C(=O)CN3CCN(c4ccc(O)cc4)CC3)CC2)cc1	nt	nt	0.3%	nt	5%
O=C(c1ccccc1NS(=O)(=O)c1ccc(F)cc1)N1CCOCC1	3%	-16%	0.1%	-8%	-7%
CCc1c(C)[nH]n(CCC#N)c1=O	-12%	-9%	i	8%	-9%
CCOc1ccc(S(=O)(=O)N(CC)CC(=O)NCc2ccccn2)cc1C	1%	1%	i	3%	8%

(further entries)
SMILES	M. tuberculosis	H37Rv inhibition	inhibitors of VEEV	PhoP GFP inhibition	H1N1 NS1A inhibition	others
CC(=O)CSc1nsc(SCC(C)=O)c1C#N	25%	-4%	i	2%	23%
CC(C)Sc1nc(N)nc2c1ncn2C1OC(CO)C(O)C1O (stereo unspecified)	nt	nt	0.6%	nt	-5%
Cn1c(N2CCOCC2)c(/C=N/OC(=O)c2ccc(F)cc2)c2ccccc21	?	64%	i	-9%	2%
Cc1ccc([N+](=O)[O-])cc1NC(=O)c1cccs1	4%	-3%	0.1%	8%	-5%
CC1C(=O)OC2CCN3CC4OC4(COC(=O)C(C)(O)C1(C)O)C23 (stereo unspecified)	nt	nt	3.5%	nt	-19%
Cc1ccc2c(C)c(C(=O)N(Cc3ccc(N(C)C)cc3)C3CCS(=O)(=O)C3)oc2c1 (stereo unspecified)	22%	-4%	5.3%	-10%	26%
Cc1ccc(N2CC(C(=O)NC3=NCCS3)CC2=O)cc1C (stereo unspecified)	0%	2%	1.4%	4%	-3%
CCCN(CC(=O)Nc1ccccc1C)C(=O)c1ccc(Cl)c(S(=O)(=O)N2CCCC2)c1	-8%	0%	3.7%	-2%	0%
Cc1ccc(C2=NN(CC(=O)NCCC(C)C)C(=O)CC2)cc1	-2%	-2%	0.4%	-4%	-12%
COc1cc(/C=C/C(=O)OCC(=O)NCc2ccco2)ccc1OCC#N	10%	5%	0.2%	-1%	-12%
OCCC1CN(Cc2nc3c(s2)CCCC3)CCN1Cc1ccccc1 (stereo unspecified)	10%	2%	1.0%	6%	1%
Cc1cccc(NC2=Nc3ccccc3N3C2=Nc2c(c(C)nn2-c2ccccc2)C3c2ccc(O)c(O)c2)c1 (stereo unspecified)	9%	?	i	-6%	9%
Nc1nnnn1/N=C/c1ccco1	1%	-3%	0.2%	-4%	-10%
O=C(O)CCC(=O)N1CCc2cc(S(=O)(=O)N3CCC(Cc4ccccc4)CC3)ccc21	7%	-7%	1.3%	-8%	7%
CCc1ccc(NC(=O)c2noc3c2CCc2ccccc2-3)cc1	16%	4%	3.2%	-7%	-3%

Filtered by structure, those above containing a furan ring, fused or not
SMILES	M. tuberculosis	H37Rv inhibition	inhibitors of VEEV	PhoP GFP inhibition	H1N1 NS1A inhibition	others
O=C(c1ccco1)N1CCN(c2c([N+](=O)[O-])nn(-c3cccc(Cl)c3)[n+]2[O-])CC1	7%	8%	1.6%	3%	10%
CC(=O)Nc1ccc(S(=O)(=O)N2CCC(C(=O)NCc3ccco3)CC2)cc1	-12%	-2%	1.2%	1%	5%
COC(=O)c1ccc(Cn2cc(/C=C\[N+](=O)[O-])c3ccccc32)o1	34%	6%	>25µM*	-10%	9%
Cc1ccc2c(C)c(C(=O)N(Cc3ccc(N(C)C)cc3)C3CCS(=O)(=O)C3)oc2c1 (stereo unspecified)	22%	-4%	5.3%	-10%	26%
COc1cc(/C=C/C(=O)OCC(=O)NCc2ccco2)ccc1OCC#N	10%	5%	0.2%	-1%	-12%
Nc1nnnn1/N=C/c1ccco1	1%	-3%	0.2%	-4%	-10%

Remaining list, next part.
SMILES	M. tuberculosis	H37Rv inhibition	inhibitors of VEEV	PhoP GFP inhibition	H1N1 NS1A inhibition	others
Cc1ccc(S(=O)(=O)NC(Cc2ccccc2)C(=O)O)cc1C (stereo unspecified)	3%	6%	1.0%	-8%	-6%
Cc1cccc(N(C(=O)c2csnn2)C(C(=O)NCc2ccccc2)c2ccc(C)o2)c1 (stereo unspecified)	14%	-2%	2.4%	-6%	-11%
O=C(Nc1ccccc1Cl)NC1(C(=O)NCc2ccncc2)CCCCC1	-11%	-3%	i	9%	5%
NC(=O)C1CCN(C(=O)c2cn(-c3ccccc3)nc2-c2cccnc2)CC1	-2%	-2%	1.2%	-5%	6%
O=C(NC1CC1)c1ccc(S(=O)(=O)NCC2CCCCC2)cc1	2%	0%	0.5%	2%	-1%
O=C1CSC(c2ccco2)N1 (stereo unspecified)	-3%	2%	0.1%	-5%	5%
CC1(C)Nc2ccccc2C(=O)N1NS(=O)(=O)c1ccccc1	6%	4%	i	-11%	-5%
COc1ccccc1Nc1ccc(NC(=O)c2cccc([N+](=O)[O-])c2C)cc1	5%	-3%	3.6%	1%	11%
CCC1(CC)NC(=O)N(CC(=O)OCC(=O)NC(=O)c2ccc(Cl)cc2)C1=O	13%	-1%	i	4%	1%
O=C1CCCC2=C1C(c1cccc(O)c1)c1c(ccc3ncccc13)N2 (stereo unspecified)	10%	3%	8.6%	12%	-6%
O=C(O)c1cc2c(cc1NC(=O)c1ccccc1C(F)(F)F)OCCCO2	0%	8%	1.4%	5%	8%
Cc1cccc(-n2c(=O)[nH]c3c(C(N)=O)nc(C(C)C)nc32)c1	41%	-2%	i	5%	-6%
